Bioassay records from PubChem.
TROY NFkB inh: inhibitors of TROY-driven NF-kB signaling, primary screen, Q293 LMP1-TROYcd cells, NF-kB luciferase, uHTS; Q293 LMP1-TROYcd NF-kB luciferase reporter, 4 h; inhibition, % at 10 µM; 360,000 compounds, 0.98% hits;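 active = compounds whose plate-normalised and pattern-corrected inhibition of the luciferase reporter signal at the single screening dose is 50% or more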
TLR9-MyD88 block: inhibitors of TLR9-MyD88 association in cells, primary screen, cell-based, CHO, BLA complementation, fluorescence. Toll-like receptor 9 (Homo sapiens) + Myeloid differentiation primary response protein …. CCF4 FRET ratio. inhibition, % at 4.98 µM. 340,000 compounds, 0.21% hits. AID 504734, 2011;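 active = inhibition above the mean over all tested compounds plus 3 SD, cut at about 21% in these data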;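 note: 0% = DMSO only wells and 100% = clavulanate BLA inhibitor control wells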
Vif inh: HIV Vif self-association inhibitors, primary screen, imaging, HEK293T, single point; 340,000 compounds, 0.35% hits; inhibition, % at 7.49 µM; AID 602346, 2012; HEK293T cells, Vif self-association by quenched fluorescence, 24 h; in the data active = inhibition above about 50%, passing the limit was not always enough; note: some results filed as inactive read as strong as hits
COUP-TFII inh: NR2F2 transcriptional activity inhibitors, primary screen, cell-based, luciferase reporter, HEK293T, luminescence | AID 686940, 2013 | COUP transcription factor 2 (Homo sapiens), P24468 | HEK293T NGFI-A luciferase reporter | 370,000 compounds, 0.7% hits | inhibition, % at 8.6 µM;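 active = inhibition above a per-plate cutoff, mean inhibition of test wells between control levels plus 3 SD, cut at about 38% in these data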;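 note: cells cotransfected with COUP-TFII expression vector driving the NGFI-A reporter; 0% = median of COUP-TF2 test wells and 100% = reporter-only cells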
Target sequence (P24468 whole entry, looked up): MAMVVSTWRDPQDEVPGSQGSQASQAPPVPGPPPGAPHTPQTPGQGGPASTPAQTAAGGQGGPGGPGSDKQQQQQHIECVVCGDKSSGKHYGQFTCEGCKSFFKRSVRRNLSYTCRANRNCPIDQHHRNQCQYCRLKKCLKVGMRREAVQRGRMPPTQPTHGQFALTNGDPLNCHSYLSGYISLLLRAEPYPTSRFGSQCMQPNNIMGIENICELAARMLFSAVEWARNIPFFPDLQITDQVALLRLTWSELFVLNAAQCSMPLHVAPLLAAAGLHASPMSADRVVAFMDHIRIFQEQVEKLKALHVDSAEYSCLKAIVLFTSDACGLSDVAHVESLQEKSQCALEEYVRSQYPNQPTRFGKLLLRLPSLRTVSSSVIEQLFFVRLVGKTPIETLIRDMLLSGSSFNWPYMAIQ
NOD2 RIPK2 PPI: NOD2-RIPK2 binding disruptors in cells, primary screen, fluorescence, CHO cells, BLA complementation | CCF4 ratio | inhibition, % at 4.98 µM | 360,000 compounds, 0.38% hits | AID 624267, 2012; in the data active = inhibition above about 21%;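 note: 0% = vehicle only and 100% = reference blocker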
Target sequence (O43353 whole entry, looked up): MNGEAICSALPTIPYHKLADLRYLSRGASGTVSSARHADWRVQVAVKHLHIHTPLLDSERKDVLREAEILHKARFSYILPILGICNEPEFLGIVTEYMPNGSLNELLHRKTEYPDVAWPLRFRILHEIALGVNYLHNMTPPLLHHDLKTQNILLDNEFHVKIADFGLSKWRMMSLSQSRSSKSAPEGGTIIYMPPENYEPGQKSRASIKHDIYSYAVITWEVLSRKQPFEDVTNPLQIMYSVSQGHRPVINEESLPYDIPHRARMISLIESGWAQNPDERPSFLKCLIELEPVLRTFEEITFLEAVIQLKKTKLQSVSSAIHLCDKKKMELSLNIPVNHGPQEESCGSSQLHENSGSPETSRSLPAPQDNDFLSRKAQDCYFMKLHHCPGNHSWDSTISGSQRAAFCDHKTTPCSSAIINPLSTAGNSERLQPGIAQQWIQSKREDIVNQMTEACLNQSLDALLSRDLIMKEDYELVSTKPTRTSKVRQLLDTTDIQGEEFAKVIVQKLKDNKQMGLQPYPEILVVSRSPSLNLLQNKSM
SRC3 inh: SRC3 coactivator transcriptional activity inhibitors, primary screen, cell-based, luminescence; inhibition, % at 3.6 µM; 360,000 compounds, 0.17% hits; AID 588352, 2011; Nuclear receptor coactivator 3 (Homo sapiens), Q9Y6Q9; HEK293 GAL4-SRC3 luciferase reporter;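 active = inhibition above a per-campaign cutoff, the mean of all compounds plus 3 SD, cut at about 60% in these data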;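 note: 0% = DMSO-treated cells and 100% = gossypol-treated cells at 36 µM; higher means less SRC3-driven luciferase light from the GAL4 reporter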
NCOA2 inhibitor: inhibition of GAL4-SRC2 driven luciferase reporter, primary screen, SRC2 inhibitor project, cell-based, luminescence | 370,000 compounds, 0.17% hits | AID 651957, 2012 | inhibition, % at 9 µM | HEK293 GAL4-SRC2 luciferase reporter | Nuclear receptor coactivator 2 (Homo sapiens), Q15596;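 active = inhibition above the mean inhibition of all tested compounds plus 3 SD, set per campaign, cut at about 52% in these data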;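 note: 0% = DMSO treated cells and 100% = cells given Gossypol at 36 µM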
TRAIL sens C8: viability loss with TRAIL in NB7+C8 cells, primary screen, TRAIL sensitizer project, cell-based, ATPlite luminescence | inhibition (viability loss, TRAIL sensitization), % at 10 µM | 360,000 compounds, 1% hits | AID 624354, 2012;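 active = compounds causing at least 50% loss of cell viability in the single-dose screen, relative to plate controls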
LMP1 NFkB inh: EBV LMP1-driven NF-kappaB luciferase reporter inhibitors, primary screen, cell-based, luminescence, single point; LMP1-induced NF-kappaB luciferase reporter cells; inhibition, % at 12.5 µM; 350,000 compounds, 0.69% hits; AID 504558, 2011; in the data active = inhibition above about 41%;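 note: 0% = neutral control wells and 100% = reference inhibitor control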
NCOA1 inh: SRC1 coactivator transcriptional activity inhibitors, primary screen, cell-based, luminescence. 360,000 compounds, 0.12% hits. AID 588354, 2011. Nuclear receptor coactivator 1 (Homo sapiens), Q15788. inhibition, % at 3.6 µM. HEK293 GAL4-SRC1 luciferase reporter;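 active = inhibition above the campaign mean plus 3 SD, with each screening campaign given its own cutoff, cut at about 60% in these data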;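 note: 0% = DMSO treated cells and 100% = gossypol at 36 µM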
NR5A2 inv ag: LRH-1 (NR5A2) inverse agonists, primary screen, cell-based, luminescence, HEK293T, StAR-luciferase reporter | Nuclear receptor subfamily 5 group A member 2 (Homo sapiens), O00482 | LRH-1 transfected, 24 h | inhibition, % at 3.6 µM | 360,000 compounds, 0.13% hits;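 active = inhibition above the mean inhibition of all tested compounds plus 3 SD, cut at about 73% in these data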;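 note: 0% = DMSO wells and 100% = reporter-only cells lacking LRH-1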
* marks the source's active call; other numbers are inactive results; / = no result given.

SMILES | TROY NFkB inh | TLR9-MyD88 block | Vif inh | COUP-TFII inh | NOD2 RIPK2 PPI | SRC3 inh | NCOA2 inhibitor | TRAIL sens C8 | LMP1 NFkB inh | NCOA1 inh | NR5A2 inv ag
CCOC(=O)CSc1nc(N)nc(C)c1Br | -17 | -8 | 0 | -11 | -8 | 15 | -22 | -5 | 5 | -8 | 2
c1ccc(CO/N=C(\c2ccc(C3CC3)nc2)C2CC2)cc1 | -18 | 0 | -6 | -7 | -4 | 8 | -21 | 4 | -8 | 0 | -10
CC(C)c1ccc(N2C(=O)CC(NNC(=O)c3ccccc3Cl)C2=O)cc1 (centres undefined) | 8 | -4 | 4 | 6 | -8 | 8 | -25 | 10 | 1 | -11 | 6
O=C(CCS(=O)(=O)c1ccccc1)Nc1ccc(Cl)cn1 | -26 | 4 | -3 | 4 | -1 | -39 | -38 | -6 | 2 | -12 | -6
COc1ccc(C(=O)c2c(-c3cccc(C)c3)oc3ccc(N4CCOCC4)cc23)cn1 | 39 | 7 | -9 | -9 | 1 | -1 | 11 | 14 | 7 | -4 | 5
CN(C)S(=O)(=O)c1ccc(NC(=O)/C=C/c2ccccc2Cl)cc1 | -27 | 11 | -2 | -1 | -1 | -3 | -11 | 3 | 0 | -4 | -23
Cn1c(=O)c2c(-c3ccccc3)n(-c3ccccc3N)cc2n(C)c1=O | -20 | 1 | 4 | -11 | -4 | 0 | -49 | 18 | -6 | -16 | -8
N#CC(c1ccccn1)(c1ncc(C(F)(F)F)cc1Cl)N1CCOCC1 (centres undefined) | 4 | -8 | -7 | -3 | -5 | 13 | 1 | 8 | 10 | 0 | 8
O=C(N/N=C/c1ccc2ncccc2c1)c1cc(-c2cccs2)nc2ccccc12 | -24 | -5 | -15 | 4 | -4 | -18 | -5 | 28 | -1 | -37 | -29
Cc1ccc(N2C(=O)C(NC(=O)c3ccccc3)(C(F)(F)F)C3=C2CC(C)(C)CC3=O)cc1 (centres undefined) | -8 | 5 | / | -2 | 7 | 15 | -2 | -17 | -6 | 12 | -5
Cc1c(CC(=O)NC(C)C)c(=O)oc2cc3c(cc12)CCC(C)(C)O3 | -45 | -2 | -1 | -18 | -3 | -33 | -16 | -26 | -14 | -132 | -68
Cn1nc(C(=O)Nc2ccccc2)c2c1-c1ccccc1S(=O)(=O)C2 | -6 | -3 | -3 | -11 | 3 | 0 | -9 | 5 | 2 | 5 | -16
CCOC(=O)C1CCN(C(C(=O)Nc2ccc3c(c2)OCCO3)c2ccccc2)CC1 (centres undefined) | -68 | -1 | / | -10 | -6 | 6 | -13 | 7 | 5 | 11 | 14
O=C(N/N=C/c1ccc[nH]1)c1ccccc1O | 32 | -4 | 0 | -29 | -11 | -29 | -17 | 26 | -27 | -58 | -96
Cc1ccccc1N(CC(=O)NC1CCCC1)C(=O)C1(C)CC(=O)N=C2C=CC=CN21 (centres undefined) | -4 | -7 | 0 | -7 | -6 | -16 | -6 | -19 | -1 | 3 | -9
O=C(CCCOc1ccccc1)NC1CCCc2ccccc21 (centres undefined) | 9 | -13 | 2 | -14 | 2 | 14 | -15 | 1 | -14 | 12 | 8
Cc1ccccc1NC(=S)/C(=C(\[O-])c1ccc(C)c([N+](=O)[O-])c1)[n+]1ccccc1 | -16 | 3 | 3 | 10 | 2 | -29 | -19 | 15 | -1 | -10 | 13
COC(=O)c1ccc(NC(=O)C2CCN(S(C)(=O)=O)CC2)cc1 | -13 | 2 | -1 | 13 | -9 | 5 | -60 | 6 | 10 | 7 | -11
O=C(CNC(=O)C1COc2ccccc2O1)N/N=C/c1ccc(O)cc1O (centres undefined) | -10 | -3 | -7 | 17 | -8 | 14 | 31 | 43 | 15 | -30 | -13
O=C(c1cc([N+](=O)[O-])ccc1N1CCOCC1)N1CCOCC1 | -21 | 11 | 4 | 1 | -25 | 12 | -52 | 9 | 4 | 17 | 19
CN1CCc2cc(Cl)c(O)cc2[C@@H](c2ccccc2)C1 | -1 | 5 | -1 | 3 | 1 | 16 | -6 | 3 | 40 | -12 | 13
Cc1c(Cl)cccc1NC(=O)CSc1nnc(CCNC(=O)OC(C)(C)C)o1 | -9 | -5 | -7 | -5 | 0 | 10 | 0 | -6 | 0 | -10 | 12
CC(C)CCNC(=O)c1cc(-c2cccs2)nc2ccccc12 | -3 | -7 | -8 | 8 | -2 | -9 | 3 | -6 | 4 | 9 | -2
O=C(CN1C(=O)NC2(CCCCCC2)C1=O)NCc1cccs1 | -1 | 7 | -13 | 15 | 5 | 2 | -24 | -2 | 9 | -41 | 18
CCCC(=O)OCCNC(=O)c1cc2ccccc2oc1=O | -5 | -2 | 6 | 2 | 9 | 8 | -33 | 10 | -4 | 9 | 1
COc1cccc(C2=NOC(C(=O)Nc3ccc4c(c3)OCO4)C2)c1 (centres undefined) | -7 | 5 | 5 | -18 | 2 | 9 | -6 | 0 | 14 | 7 | 18
NC(=O)c1sc2nc3c(c(-c4ccco4)c2c1N)CCC3 | 13 | -3 | -5 | 19 | 2 | 35 | -52 | -12 | 31 | 48 | -3
COc1ccc(C(C(=O)NC2CCCC2)N(C(=O)c2ccco2)c2ccc(OC)c(OC)c2)cc1 (centres undefined) | -7 | 2 | 0 | 3 | -7 | 7 | -23 | -1 | -1 | -7 | -18
Cc1ccc2cc(NC(=O)C3(C)CCN3CC(C)C)ccc2n1 (centres undefined) | -7 | / | 20 | -7 | 8 | 2 | 4 | -11 | / | -13 | -30
COc1ccc(NC(=O)C2CCN(C(=O)NC3CCCCC3)CC2)c(OC)c1 | -12 | -6 | 4 | 0 | -3 | -1 | 15 | 5 | -10 | -25 | -16

Single records, as listed above. Order of screens: TROY NFkB inh | TLR9-MyD88 block | Vif inh | COUP-TFII inh | NOD2 RIPK2 PPI | SRC3 inh | NCOA2 inhibitor | TRAIL sens C8 | LMP1 NFkB inh | NCOA1 inh | NR5A2 inv ag
Results for Cn1nc(C(=O)Nc2ccccc2)c2c1-c1ccccc1S(=O)(=O)C2 = -6 | -3 | -3 | -11 | 3 | 0 | -9 | 5 | 2 | 5 | -16
Results for O=C(c1cc([N+](=O)[O-])ccc1N1CCOCC1)N1CCOCC1 = -21 | 11 | 4 | 1 | -25 | 12 | -52 | 9 | 4 | 17 | 19

Remaining list, next part:
SMILES | TROY NFkB inh | TLR9-MyD88 block | Vif inh | COUP-TFII inh | NOD2 RIPK2 PPI | SRC3 inh | NCOA2 inhibitor | TRAIL sens C8 | LMP1 NFkB inh | NCOA1 inh | NR5A2 inv ag
CC(=O)Nc1ccc(NC(=O)C(C)OC(=O)c2ccc3ccccc3n2)cc1 (centres undefined) | -5 | -4 | 23 | -6 | -2 | -7 | -14 | 10 | -5 | -10 | -6
O=C(CCCNC(=O)/C(=C\c1ccc(F)cc1)NC(=O)c1ccccc1)OCc1ccccc1 | 9 | 3 | 5 | 5 | 6 | 19 | 21 | 9 | 6 | -4 | 9
CC(=O)N1c2ccc(S(=O)(=O)N3CCC(C(=O)Nc4ccc(C)cn4)CC3)cc2CC1C (centres undefined) | -6 | -1 | -3 | 6 | 5 | 16 | 12 | 16 | 9 | 12 | 11
c1ccc(-c2nnc(SCc3nc4ccccc4[nH]3)n2Cc2ccco2)cc1 | 5 | 10 | 2 | 17 | 8 | -44 | -12 | -7 | 2 | -10 | 34
O=C(CSc1nnc(-c2ccc(F)cc2)n1CC1CCCO1)NCc1ccco1 (centres undefined) | -8 | -13 | -4 | -20 | -3 | -7 | 2 | 3 | -7 | -17 | -1
Cc1cnn(C(=S)NCCc2ccccc2)c1 | -40 | 3 | 18 | -33 | -10 | -47 | -21 | -2 | -7 | -67 | -37
COc1ccc(-c2nc(CSCC(=O)NCCCN3CCCC3=O)c(C)o2)cc1 | -13 | 5 | 5 | 3 | -1 | -7 | -16 | 11 | 3 | -17 | -6
CN(CC(=O)Nc1ccc(N2CCOCC2)cc1)CC(=O)Nc1cccc(C#N)c1 | 5 | -8 | -2 | -8 | -36 | 1 | 1 | 0 | -18 | 6 | 13
C[C@@H](C(=O)Nc1ccc2ccccc2c1)[C@@H]1C[C@@]1(C)[C@@H](N)c1ccccc1 | 4 | 3 | -3 | 9 | -1 | -3 | 16 | -13 | 0 | -24 | -8
COc1ccc(-n2c(=S)[nH]c3cc(C(=O)NCc4ccco4)ccc3c2=O)c(OC)c1 | 14 | 3 | -10 | 4 | -5 | 9 | -33 | 10 | 1 | 10 | -27
O=C(NCc1ccco1)c1cccc2c1C(=O)c1ccc(/C=C/c3ccccc3)cc1S2(=O)=O | 11 | 30* | -12 | -11 | 5 | -15 | -8 | 15 | -7 | 0 | -15
COC(=O)COc1ccc(/C=C2\SC(=O)N(CC(=O)Nc3ccccc3F)C2=O)cc1 | -2 | 3 | -5 | 20 | -2 | 1 | -17 | 9 | -4 | 5 | 18
CCCc1cc(C(=O)N2CCCC(C(=O)c3cccc4ccccc34)C2)n(C)n1 (centres undefined) | 12 | -1 | 1 | 3 | -23 | 9 | 1 | -12 | -3 | 1 | -12
CC(C)CNC(=O)c1c2c(nc3ccccc13)-c1ccccc1CC2 | -8 | -6 | 4 | -6 | 3 | -5 | -26 | 8 | -5 | 2 | -19
Cc1ccc(C(=O)Nc2nc3ccc(S(C)(=O)=O)cc3s2)cc1C | -1 | 7 | 29 | -6 | 1 | -15 | 0 | 13 | -4 | -9 | -16
Cc1ccc(S(=O)(=O)N2CCCCC2)cc1NC(=O)COc1ccccc1 | -2 | -6 | -4 | -7 | -14 | 0 | -24 | -13 | -1 | 8 | 2
O=C(NCc1cccnc1)c1cccc(S(=O)(=O)NCc2ccccc2)c1 | 0 | -15 | -3 | -5 | 4 | -15 | 0 | -22 | 2 | -5 | 3
CCOC(=O)c1ccc(S(=O)(=O)N2CCN(C/C=C/c3ccccc3)CC2)cc1 | 17 | -7 | -7 | -12 | -11 | -15 | -18 | 8 | 4 | 5 | 1
CS(=O)(=O)c1ccc2nc(NC(=O)C3CC(=O)N(c4ccc(F)cc4)C3)sc2c1 (centres undefined) | 18 | 2 | -2 | -3 | 2 | 19 | 5 | -18 | -3 | -15 | 35
CCn1c(COc2ccccc2)nnc1SCC(=O)NC1CC1 | -13 | 1 | -3 | 11 | -1 | 13 | -13 | -5 | -3 | -2 | 19
CCOc1ccc(Cl)cc1C1=CC(=O)C[C@H](c2ccc(OC)cc2)C1 | 16 | -7 | 11 | -6 | 0 | 7 | -16 | 14 | 18 | -11 | 20
Cc1ccc(Cc2c(-c3ccc(Br)cc3)nc3ccc(Cl)cn23)cc1 | -4 | / | 1 | -20 | 5 | -27 | -87 | -7 | / | -53 | -81

Not all compounds are listed. The share of hits here may be higher or lower than overall.
